High-throughput results (PubChem BioAssay)
RXFP1 ag = qHTS Assay for Agonists of the Relaxin Receptor RXFP1; Relaxin receptor 1 (Homo sapiens), Q9HBX9; HEK293T-RXFP1 cAMP TR-FRET, 30 min; response scale: percent of porcine relaxin response, buffer zero; Potency, µM (highest dose often 57.5 µM), for the others: at the highest dose activation, usual class: activators; 0.3% of 370,000 active; also: potency is read from the fitted curve at half-maximal effect; % is scaled to controls: 0 for no effect and ±100 for the full control effect; nearly all actives have a fitted effect of over 60% in size; many of its hits are not listed in these tables
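cAMP rise read by TR-FRET after 30 min, 37C compound exposure (up to 58 uM) in RXFP1-transfected HEK293 cells with Ro 20174 present. EC50 from Hill-equation fits, with 29 nM porcine relaxin as 100% and buffer as basal.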
LDHA block = qHTS assay for inhibitors of human lactate dehydrogenase; 0.15% of 480,000 active; purified LDHA, NADH/diaphorase-resazurin fluorescence; stronger effect = lower value; activity change, % (values are at about 110 or 230 µM); AID 1347041, 2019; in the data active = activity change below about -30%; inconclusive = mostly about -25% to -30%;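 also: plate controls were DMSO wells for no effect and wells without enzyme for full effect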
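Resorufin fluorescence (ex540/em590), read at 0 and 20 min after diaphorase/resazurin addition, reports the NADH left after a 5 min room-temperature reaction of 2 nM human LDH5 with 0.06 mM NADH and 0.2 mM pyruvate.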
Vif-APOBEC3G blk = qHTS for Inhibitors of Vif-A3G Interactions: qHTS. DNA dC->dU-editing enzyme APOBEC-3G (Homo sapiens), Q9HC16. HeLa A3G-eYFP + Vif (tagged APOBEC3G with the HIV-1 protein that degrades it), YFP fluorescence, overnight. Potency, µM (top dose mostly 46.1 µM), inactives show top-dose activity, negative = active, actives largely listed as inhibitors. 0.076% of 410,000 active. AID 602310, 2012;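 also: potency is read from the fitted curve at half-maximal effect; % is scaled to controls: 0 for no effect and ±100 for the full control effect; nearly all actives have a fitted effect of over 60% in size; hits raise eYFP signal because A3G escapes Vif-driven loss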
Target sequence (Q9HC16 whole entry, looked up): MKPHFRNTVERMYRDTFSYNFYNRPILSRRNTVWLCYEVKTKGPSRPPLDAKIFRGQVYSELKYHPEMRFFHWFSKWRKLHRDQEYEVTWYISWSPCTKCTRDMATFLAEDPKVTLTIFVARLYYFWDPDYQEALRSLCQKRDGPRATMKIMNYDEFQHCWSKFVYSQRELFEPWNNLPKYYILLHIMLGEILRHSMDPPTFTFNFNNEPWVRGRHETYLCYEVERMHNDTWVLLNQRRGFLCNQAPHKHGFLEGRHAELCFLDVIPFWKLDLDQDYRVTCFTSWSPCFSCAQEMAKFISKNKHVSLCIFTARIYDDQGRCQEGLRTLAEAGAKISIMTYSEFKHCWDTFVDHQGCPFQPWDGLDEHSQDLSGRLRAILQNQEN
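HeLa cells stably expressing Vif and C-terminally eYFP-tagged A3G, seeded overnight at 37 deg C, then exposed to compound by pintool overnight at 37 deg C. Rise in yellow fluorescence (Ex 488/Em 500-530, Acumen) marks blocked Vif-driven A3G degradation.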
USP1-UAF1 inh = Inhibitors of USP1/UAF1: Primary Screen. 0.23% of 390,000 active. recombinant USP1/UAF1, Ub-Rhodamine cleavage fluorescence. Potency, µM (highest dose often 57.1 µM), without a hit: at the highest dose activity change, negative = inhibition, most hits filed as inhibitors. AID 743255, 2014. Ubiquitin carboxyl-terminal hydrolase 1 (Homo sapiens), O94782; also: potency is read from the fitted curve at half-maximal effect; % is scaled to controls: 0 for no effect and ±100 for the full control effect; nearly all actives have a fitted effect of over 60% in size; inactives centre near -12
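1 nM enzyme complex + cpd, 15 min RT; start with Ub-Rho 150nM final; kinetic fluorescence ex 480/em 540, 6 reads q60 s. Buffer 50mM HEPES pH 7.8, 0.5mM EDTA, 0.1 mg/ml BSA, 1mM TCEP, 0.01% Tween-20.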
GRP78 ERSR act = qHTS for Inducers of the Endoplasmic Reticulum Stress Response (ERSR) in Human Glioma: qHTS; 0.02% of 420,000 active; U87-MG GRP78 promoter luciferase reporter, 16 h; AID 602332, 2012; Potency, µM, inactives show top-dose activation, most hits filed as activators; also: potency is read from the fitted curve at half-maximal effect; series mostly up to about 76 µM; % of control where 0% means no effect; nearly all actives have a fitted effect of over 35% in size
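Stably transfected U87-MG glioma cells carrying a GRP78-based luciferase sensor; 16 h compound incubation. Luminescence end-point read 10 min after Bright-Glo addition at room temperature.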
PI4K2A inh = qHTS for small molecular inhibitors of PI4K2A. Phosphatidylinositol 4-kinase type 2-alpha (Homo sapiens), Q9BTU6. purified PI4K2A, ADP-Glo luminescence, 1 h; stronger effect = lower value. activity change, negative = inhibition, % at 76.9 µM. 0.13% of 420,000 active; in the data active = activity change below about -50%; inconclusive = mostly about -30% to -49%;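 also: -100% = wells without enzyme as full effect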
Target sequence (Q9BTU6 whole entry, looked up): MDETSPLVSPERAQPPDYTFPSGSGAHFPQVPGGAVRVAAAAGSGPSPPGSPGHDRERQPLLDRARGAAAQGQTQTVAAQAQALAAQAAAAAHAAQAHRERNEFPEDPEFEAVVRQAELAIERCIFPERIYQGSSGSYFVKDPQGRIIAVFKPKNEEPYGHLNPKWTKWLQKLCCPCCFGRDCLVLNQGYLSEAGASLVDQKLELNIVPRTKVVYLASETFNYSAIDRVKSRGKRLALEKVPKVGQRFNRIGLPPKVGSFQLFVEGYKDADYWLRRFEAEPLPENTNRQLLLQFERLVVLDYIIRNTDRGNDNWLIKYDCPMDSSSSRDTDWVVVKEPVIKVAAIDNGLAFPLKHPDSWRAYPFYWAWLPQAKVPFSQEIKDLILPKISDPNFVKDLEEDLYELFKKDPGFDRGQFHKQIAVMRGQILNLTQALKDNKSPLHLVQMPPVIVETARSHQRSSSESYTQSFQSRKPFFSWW
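Compounds are screened against recombinant PI4K2A using PI as substrate and ATP, the latter dispensed at 300 microM. Reactions run one hour at ambient temperature before ADP-Glo detection; full inhibition defined by wells lacking enzyme.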
Vif-A3F inh = qHTS for Inhibitors of Vif-A3F Interactions: qHTS. HeLa A3F-eYFP + Vif (tagged APOBEC3F with the HIV-1 protein that degrades it), YFP fluorescence increase. Potency, µM (doses to about 46.1 µM), for inactives: at the highest dose activity, negative = active. 0.2% of 390,000 active; also: potency is read from the fitted curve at half-maximal effect; % of control where 0% means no effect; nearly all actives have a fitted effect of over 65% in size
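HeLa cells stably expressing Vif plus C-terminally eYFP-tagged A3F were seeded, incubated overnight at 37 deg C, dosed with compound, incubated overnight again at 37 deg C. Yellow fluorescence (Ex 488/Em 500-530) reported blocked Vif-mediated A3F-eYFP degradation.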
TrxR1 substrate = qHTS Assay for Substrates of Mammalian Selenoprotein Thioredoxin Reductase 1 (TrxR1): qHTS; Thioredoxin reductase 1, cytoplasmic (Rattus norvegicus), O89049; purified TrxR1 substrate turnover, NADPH consumption readout; Potency, µM (series often up to 114 µM), inactives show at the highest dose activity change, negative = substrate turnover; 0.01% of 390,000 active; AID 588456, 2011; also: potency is read from the fitted curve at half-maximal effect; % is scaled to controls: 0 for no effect and ±100 for the full control effect; nearly all actives have a fitted effect of over 50% in size
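Rat TrxR1, dispensed at 90 nM, was prereduced with 400 uM NADPH (final) for 5 min at ~22 deg C, then incubated with compound 15 min before 400 uM selenite. A first-read NADPH fluorescence drop versus no-compound background flagged substrates.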
IDH1 R132H inh = qHTS for Inhibitors of mutant isocitrate dehydrogenase 1 (IDH1): qHTS; Isocitrate dehydrogenase [NADP] cytoplasmic (Homo sapiens), O75874; IDH1-R132H enzyme, NADPH consumption, diaphorase/resazurin fluorescence; Potency, µM (doses to about 76.6 µM), without a hit: at the top dose activity change, negative = inhibition, usual class: inhibitors; 0.093% of 390,000 active; AID 602179, 2012; also: potency is read from the fitted curve at half-maximal effect; % is scaled to controls: 0 for no effect and ±100 for the full control effect; nearly all actives have a fitted effect of over 65% in size
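IDH1-R132H (0.5 ug/mL dispensed) in pH 7.5 Tris buffer was preincubated 30 min with compound, then given a substrate mix of 0.016 mM NADPH and 2 mM alpha-KG for 80 min at room temperature; remaining NADPH was read by diaphorase/resazurin fluorescence.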
The depositor's hits bear a star; ? = inconclusive; . = not tested or not shown; & = joins results of further samples; [ ] = remark or other dose. Unless noted, calls follow the shape of the dose curve; as a rule, active = well fitted curve in the direction sought with a large enough effect; inconclusive = small, poorly fitted or top-dose-only effect, or another doubt; inactive = no such curve, though single readings can be large; an effect the other way counts as inactive or inconclusive. Only part of the results is shown; count on the stated rates, not on these rows.

SMILES | RXFP1 ag | LDHA block | Vif-APOBEC3G blk | USP1-UAF1 inh | GRP78 ERSR act | PI4K2A inh | Vif-A3F inh | TrxR1 substrate | IDH1 R132H inh
O=C1C(NS(=O)(=O)c2cccs2)=C(N2CCN(c3cccc(Cl)c3)CC2)C(=O)c2ccccc21 | 1.3% | 15 | -5% | -23% | 2% | -10 | 1% | -12% | 6%
O=C(c1ccc2ccccc2c1)N1CCN(c2ccccn2)CC1 | 0.5% | -13 | 0% | -3% | -1% | 3 | 5% | -3%[57.1 µM] | 2%
NC(=NCCCCCCN=C(N)/N=C(\N)Nc1ccc(Cl)cc1)/N=C(\N)Nc1ccc(Cl)cc1 | -0.6%&1.4%&-0.4% | -10&-5&-7 | 0%&1%&0% | ? | -11%&-6%&-1%&-13%&-3%&-11% | -2&1&1&0 | -7%&4%&10% | 2%&3%&5% | -3%&-7%&-3%
Cc1cccc(N2CCN(c3nc4ccc(Cl)cc4n4cnnc34)CC2)c1C | 5.6% | 2 | 1% | -27% | -1% | 0 | -17% | 26% | -4%
CC1CC(=O)C2=C(C1)Nc1nc3ccccc3n1C2c1cccnc1 (configuration not stated) | 2.4% | -15 | 0% | 0% | 0% | 7 | -1% | 291%[activator][57.1 µM] | 4%
C=CCCC(=O)Nc1nc(C)c(-c2csc(Nc3cc(OC)ccc3OC)n2)s1 | 1.6% | -2 | ? | 16% | 3% | 0 | 2% | 12%[57.1 µM] | -5%
COc1ccc2cc(CCNC(=O)c3cc4ccccc4o3)c(=O)[nH]c2c1 | -0.6% | -5 | -11% | -22% | -4% | 2 | 1% | -1% | -15%
CSc1ccc(CCNC(=O)C2CCCN(c3nn4c(=O)cc(C)nc4s3)C2)cc1 (configuration not stated) | 0.9% | -5 | 0% | -10% | -2% | -20 | 1% | 3% | -1%
CCOC(=O)c1cc(-c2ccccc2)n(CC(=O)Nc2ccc(OC)c(OC)c2)c1C | 2.0% | -13 | -8% | -19% | -2% | -2 | ? | -5% | -4%
O=C(NC1=NCCS1)c1ccc(-c2ccc(Cl)cc2)o1 | 0.6% | -2 | 0% | -18% | 1% | 6 | 4% | 153%[activator] | 0%
CN1CC(c2ccccc2)C(c2ccc(Cl)cc2)=N1 (configuration not stated) | -2.3% | 2 | -1% | -8% | -3% | 0 | 4% | -2% | 4%
COc1ccc(C2CC=C(C(C)=O)CN2S(=O)(=O)c2ccccc2)cc1 (configuration not stated) | . | -1 | -2% | . | -1% | 0 | . | . | .
CCn1c(SCC(=O)Nc2ccc(Cl)cc2)nnc1C1CC1 | 2.0% | -4 | -2% | -17% | 1% | 7 | -2% | 0% | 1%
COc1cccc(/C=N/Nc2nnc(C)n2N)c1OCc1ccccc1Cl | -2.3% | 45 | 0% | -16% | -3% | -15 | 8% | -13% | 14%
CC(=O)c1cc(-c2ccc(F)cc2)n(CC(=O)NC(C)c2ccccc2)c1C (configuration not stated) | 1.1% | -12 | -2% | -9% | -4% | 0 | 4% | -2%[57.1 µM] | -12%
Cc1c(CC(=O)NCCCCCC(=O)O)c(=O)oc2cc3c(cc12)CCC(C)(C)O3 | 8.5% | 1 | 0% | -10% | 1% | -4 | 3% | 404%[activator][57.1 µM] | -6%
CCc1ccc(CN2CCC(C(=O)Nc3ccc(-n4nc(C)cc4C)cc3)CC2)o1 | 0.2% | -1 | 0% | -19% | -4% | 6 | 3% | 0% | -5%
Cc1ccc(-n2c(C)cc(/C=N/NC(=O)c3ccncc3)c2C)cc1 | 1.4% | 0 | 4% | -14% | -2% | 0 | -6% | -4% | 12%
C=CCOc1ccc(/C=C/C(=O)OCC(=O)Nc2c(C)n(C)n(-c3ccccc3)c2=O)cc1 | 1.3% | -7 | -1% | -8% | 0% | 2 | -3% | -4%[57.1 µM] | 3%
O=c1[nH]c2ccccc2n1C1CCCCC1 | -0.1% | -7 | 0% | -10% | -3% | 0 | 12% | -6% | 2%
Cc1ccc(S(=O)(=O)N2CCOCC2)cc1C(=O)N1CCCCCC1 | -0.4% | -6 | 0% | -7% | -4% | -2 | -15% | 1% | 0%
CC(=O)c1cnc2nc(C(F)(F)F)nn2c1C | 0.2% | -6 | -5% | -6% | -1% | 6 | 1% | 7%[57.1 µM] | -1%
c1ccc(SCc2nc3ccccc3s2)nc1 | -1.9% | 1 | 0% | -21% | 2% | -1 | -4% | 1% | -6%
Cc1ccc(-c2nn(-c3ccccc3)cc2C=C2SC(=S)N(CCS(=O)(=O)O)C2=O)cc1 | . | -2 | 2% | . | 0% | -7 | . | . | .
CC(=O)Nc1ccc(S(=O)(=O)N(C)C2CCN(C)CC2)cc1 | -1.6% | -10 | 1% | -6% | -2% | 0 | 0% | -1% | 0%
COc1ccc(NC(=O)CSc2nnc(-c3ccccc3)n2Cc2ccco2)c(OC)c1 | -1.2% | -1 | -1% | -8% | 2% | 2 | -10% | -13% | 2%
O=C(Nc1ccc(N2CCN(C(=O)c3ccccc3)CC2)cc1)c1cc([N+](=O)[O-])ccc1N1CCOCC1 | 5.4% | 2 | 1% | -20% | -2% | -2 | 2% | -14% | 6%
Cc1cc(NC(=O)COc2ccc3c(C)c(C)c(=O)oc3c2)no1 | . | -8&2 | -1% | -23% | -2% | -1 | 1% | . | -7%
Cc1nc(-c2ccccc2)sc1C(=O)NN | 6.3% | -8 | ? | -21% | -1% | -4 | -12% | 2% | 9%
COc1cccc(OC)c1OCCCCN1CCC(Cc2ccccc2)CC1 | 0.0% | -22 | 5% | -14% | -10% | 4 | 1% | 7%[57.1 µM] | 4%
CC1CCCCC1NC(=O)COC(=O)CN1C(=O)c2ccccc2C1=O (configuration not stated) | 1.3% | 2 | 2% | -18% | 1% | -7 | 1% | 8% | 3%
CC(C)c1nc(SCC(=O)N2CCc3ccccc32)n[nH]1 | 0.9% | -5 | -3% | -12% | 5% | 7 | 9% | 10%[57.1 µM] | -4%
CCNS(=O)(=O)c1ccc(NC(=O)c2cncc(Br)c2)cc1 | 3.2% | -4 | -1% | 4% | -4% | 3 | 3% | -9% | -6%
Cc1ccc(OCC(=O)NCCS(=O)(=O)N2CCN(c3ccccc3)CC2)cc1 | 0.6% | -2 | 4% | -19% | -6% | 1 | 1% | -4% | 5%
O=C(c1ccc(Cl)cc1)C1CCN(C(=O)C2CC2)CC1 | -1.5% | -2 | 1% | -6% | -5% | 2 | 8% | 8%[57.1 µM] | -2%
COc1ccc(/C=N/NC(=O)C2c3ccccc3Oc3ccccc32)c(OC)c1 | 1.0% | 0 | 0% | -15% | -2% | 1 | 4% | -6% | 3%
COc1ccc(C2/C(=C(\O)c3cccc(OC)c3)C(=O)C(=O)N2c2ccccn2)cc1 (configuration not stated) | 17% | 19 | 2% | -10% | -6% | 4 | 0% | -14% | 6%
NS(=O)(=O)c1ccc(S(=O)(=O)N(Cc2ccccc2F)CC2CCCO2)cc1 (configuration not stated) | -0.2% | -8 | 1% | 3% | -2% | -1 | -2% | 9% | 5%
Cc1ccc(S(=O)(=O)NC2CC(=O)N(c3ccc4c(c3)OCCO4)C2)cc1 (configuration not stated) | 0.0% | -4 | 0% | -10% | -4% | 1 | 7% | -4% | 7%
COC(=O)c1cc(COc2ccc3oc(C)c(C(=O)OC)c3c2)c(C)o1 | 0.0% | -7 | 1% | ? | -2% | 9 | -5% | -5%[57.1 µM] | -2%
Nc1ccc2oc3ccc(N)cc3c(=O)c2c1 | 0.8% | 4 | 0% | ? | -1% | -9 | -8% | 7% | 3%
Cc1cc2oc(=O)cc(CNc3ccccc3F)c2cc1O | 7.8% | -3 | -1% | -14% | 3% | 2 | 13% | -6% | -8%
O=C(CCN1CCCO1)N1CCCC(N2CCN(c3ccccc3F)CC2)C1 (configuration not stated) | -0.4% | -1 | 1% | -15% | -2% | 0 | 12% | 2% | 0%
COc1cc(C(=O)Nc2ccc(-n3c(C)nc4ccccc4c3=O)cc2)cc(OC)c1OC | 0.1% | -3 | -3% | -19% | 3% | 6 | 2% | 2%[57.1 µM] | -7%
COc1ccccc1NC(=S)N1CCC(c2nc3ccccc3o2)CC1 | -0.8% | -3 | 0% | -5% | -2% | -4 | -1% | 5% | -7%
O=C(CN1CCN(c2ncc(C(F)(F)F)cc2Cl)CC1)N1CCN(c2ncc(C(F)(F)F)cc2Cl)CC1 | 0.0% | 2 | 0% | -23% | 3% | -1 | 4% | -1% | 8%
